High-throughput results (PubChem BioAssay)
FBW7 activator = FBW7 E3 ligase activators, primary screen, biochemical, AlphaScreen, human; F-box/WD repeat-containing protein 7 (Homo sapiens), Q969H0; AlphaScreen FBW7–phospho-cyclin E peptide binding, activator screen; normalized activity (activation), % at 26.1 µM; 650,000 tested, 0.13% active; AID 1259310, 2017; in the data active = normalized activity above about 1.9%;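 also: purified mutant Fbw7 with reduced substrate affinity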
MITF inh = MITF inhibitors, primary screen, biochemical, AlphaScreen, human. Microphthalmia-associated transcription factor (Homo sapiens), O75030. AlphaScreen MITF homodimerization, bead proximity signal. inhibition, % at 2.6 µM. 650,000 tested, 0.91% active. AID 1259374, 2018; in the data active = inhibition above about 50%;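 also: 0% = vehicle wells with protein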
Target sequence (O75030 whole entry, looked up): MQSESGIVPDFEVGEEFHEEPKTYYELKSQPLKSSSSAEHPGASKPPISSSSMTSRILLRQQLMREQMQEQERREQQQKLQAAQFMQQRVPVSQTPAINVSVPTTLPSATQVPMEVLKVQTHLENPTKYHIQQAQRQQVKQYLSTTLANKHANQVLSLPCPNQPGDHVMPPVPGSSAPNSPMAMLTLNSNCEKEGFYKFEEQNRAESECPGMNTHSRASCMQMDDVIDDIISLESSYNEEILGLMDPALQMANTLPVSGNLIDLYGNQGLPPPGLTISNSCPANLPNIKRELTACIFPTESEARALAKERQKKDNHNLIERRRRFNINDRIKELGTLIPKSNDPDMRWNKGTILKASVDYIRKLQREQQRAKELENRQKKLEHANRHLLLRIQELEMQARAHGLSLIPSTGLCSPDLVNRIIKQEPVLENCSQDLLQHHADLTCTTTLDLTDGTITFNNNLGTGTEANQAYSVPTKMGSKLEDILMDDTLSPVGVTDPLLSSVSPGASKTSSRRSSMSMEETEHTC
TEAD-YAP inh = TEAD-YAP interaction inhibition, primary screen, TEAD-YAP interaction inhibitor project, luminescence, HEK-TIYL cells | 640,000 tested, 1.4% active | TEAD-Gal4/YAP UAS-luciferase luminescence | AID 1259422, 2018 | inhibition, % at 9.12 µM; in the data active = inhibition above about 32%;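 also: 0% = median of test compound wells and 100% = reference inhibitor wells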
GPR151 ag = activators of human GPR151, primary screen, cell-based, PathHunter beta-arrestin, luminescence; PathHunter beta-arrestin GPR151 cells; activation, % at 11.2 µM; 650,000 tested, 1% active; in the data active = activation above about 4.9%;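 also: 0% = median of compound wells and 100% = cells with positive control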
Target sequence (Q8TDV0 whole entry, looked up): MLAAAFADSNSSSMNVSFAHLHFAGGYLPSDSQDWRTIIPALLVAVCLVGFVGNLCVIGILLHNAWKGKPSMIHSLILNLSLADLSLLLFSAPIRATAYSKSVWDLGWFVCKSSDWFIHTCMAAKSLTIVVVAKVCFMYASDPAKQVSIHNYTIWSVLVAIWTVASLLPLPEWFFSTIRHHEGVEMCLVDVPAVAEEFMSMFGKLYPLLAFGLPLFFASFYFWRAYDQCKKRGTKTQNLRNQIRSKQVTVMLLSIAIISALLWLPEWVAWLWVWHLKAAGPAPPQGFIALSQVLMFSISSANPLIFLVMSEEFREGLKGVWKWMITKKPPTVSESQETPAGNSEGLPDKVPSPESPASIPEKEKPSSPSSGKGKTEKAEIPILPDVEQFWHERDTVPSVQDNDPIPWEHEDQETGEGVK
Starred values were filed as active, the others as inactive. An unsorted share of the library, and some 3.5% of all compounds hit somewhere here.

SMILES	FBW7 activator	MITF inh	TEAD-YAP inh	GPR151 ag
COc1cc(NC(=O)c2cc([N+](=O)[O-])ccc2N2CCCCCC2)c2ncccc2c1	0.4	4.2	-7.3	1.2
Cc1ccc(NC(=O)c2sc3nc[nH]c(=O)c3c2C)cc1	-0.1	6.3	-30.4	-0.3
C/C(=N/NC(=O)CNS(=O)(=O)c1ccccc1)c1ccc(Br)cc1	0.1	11.7	-1.2	2.2
COc1ccccc1CNC(=O)c1ccc(NS(C)(=O)=O)cc1	0.2	6.2	0.2	0.0
CCOC(=O)c1oc2ccccc2c1NC(=O)c1ccc(Cl)cc1	0.0	4.8	3.6	0.8
COc1ccc(C2(CNC(=O)c3ccc(F)cc3Cl)CCCC2)cc1	0.2	3.5	-6.6	1.6
CC1=C(C#N)C(c2ccccc2OC(C)C)C2=C(CC(c3ccccc3)CC2=O)N1 (stereo not drawn)	0.3	8.2	18.3	-0.7
O=C(NCC1Cc2cc(F)cc(-c3cncnc3)c2O1)c1ccsc1 (stereo not drawn)	0.1	6.7	-6.7	0.2
COc1cccc(OC)c1Oc1ncnc2sccc12	0.1	-1.3	-5.8	0.2
COC(=O)c1sc(S(=O)(=O)Nc2cccc(C(F)(F)F)c2)c(C(=O)OC)c1C	0.0	-9.9	-5.1	2.9
CS(=O)(=O)N(CC(=O)Nc1cccc2ccccc12)c1cccc(F)c1	1.2	12.8	-7.3	-2.2
CC1(C)OC2OC(C(=O)Nc3ccc(Cl)cc3)C3OC(C)(C)OC3C2O1 (stereo not drawn)	0.2	18.4	-1.7	-0.7
CCOC(=O)N1CCC(Nc2nncc(-c3ccccc3C)n2)CC1	-0.2	-15.1	10.3	2.4
O=S(=O)(NC1c2ccccc2Oc2ccccc21)c1ccccc1	-0.1	2.7	3.3	-1.1
CCn1c(C)[n+](CC(O)CS(=O)(=O)O)c2cc(Cl)c(Cl)cc21 (stereo not drawn)	-0.2	1.0	4.8	0.9
COc1cc(C2Nc3cccc4cccc(c34)N2)ccc1O	-0.3	-0.6	11.4	-0.6
CC1=C(C#N)C(=O)NC(=O)/C1=C/c1ccc(-c2ccccc2C(=O)O)o1	-0.3	8.6	-5.4	-0.1
COc1cccc(/C=C2/Sc3ccc(C(=O)O)cc3N(C)C2=O)c1	0.0	2.4	4.8	-0.1
CC(C(=O)Nc1ccc(C#N)cc1)c1ccc([N+](=O)[O-])cc1 (stereo not drawn)	0.9	9.5	5.3	-0.9
CCCn1c(=O)n(-c2ccccc2OC)c(=O)c2c3c(sc21)CN(C(C)=O)CC3	-0.1	-0.6	-7.2	1.0
COc1ccccc1NC(=O)c1cc(Cl)nnc1Cl	0.1	9.1	14.0	0.7
CC(=O)c1c(C)n(CC(=O)Nc2cccc(C)c2)c2ccccc12	0.5	0.3	11.9	0.5
O=C(CSc1nnc(CNC(=O)c2ccco2)n1-c1ccc(F)cc1)Nc1ccc(F)cc1	-0.2	-2.5	-13.3	-1.3
CCOC(=O)c1sc2nc(SCc3ccccc3Cl)n(Cc3ccc(OC)cc3)c(=O)c2c1C	0.0	-4.7	-6.6	1.2
COc1ccc2c(=O)c(N3C(=O)c4ccccc4C3=O)coc2c1	0.5	12.6	-2.0	-1.4
O=C1CCC(CCNCc2ccc(F)cc2)N1CC1(c2ccccc2)CCOCC1 (stereo not drawn)	-0.1	50.7*	-0.2	-1.0
c1ccc(-c2cc(N3CCCCC3)nc(-c3cccnc3)n2)cc1	0.0	-3.5	22.1	2.3
COc1ccc(S(=O)(=O)NC(C)C2C3CC4CC(C3)CC2C4)cc1 (stereo not drawn)	0.1	0.7	-1.4	-0.1
Cc1nnc(SCC(=O)N2c3ccccc3Sc3ccccc32)nc1C	0.0	-1.5	-10.7	0.1
CCOC(=O)c1ccc(N2N=C(C(F)(F)F)/C(=C/C=C/c3ccco3)C2=O)cc1	-0.1	64.3*	2.7	-0.1
Cc1ccc(S(=O)(=O)NCC(=O)NNC=O)cc1	0.0	5.9	12.4	1.5
CCOC(=O)C(=CNc1ccc(OC)c(OC)c1)C(=O)OCC	0.1	0.2	21.3	-0.3
CCOC(=O)c1ccc2nc(C(F)(F)F)nc(N3CCOCC3)c2c1	0.5	15.4	-7.8	-0.5
S=c1[nH]nc(-c2ccncc2)n1C/C=C/c1ccccc1	0.0	1.1	2.1	-0.7
COc1cccc(NC(=O)Nc2cccs2)c1	-0.1	6.4	-22.2	0.2
COCCCNC(=O)CCCCCn1c(=S)[nH]c2ccccc2c1=O	0.1	-1.1	-2.2	0.2
Cc1ccc(S(=O)(=O)NC(=O)NC2CCS(=O)(=O)C2)cc1 (stereo not drawn)	0.3	16.0	-7.0	-0.8
CCOC(=O)c1ccc2c(c1)sc(=NC(=O)c1cc(C)n(C)n1)n2CC	0.0	4.2	11.4	1.2
Cc1nn(CC(=O)OCC(=O)Nc2cccc3nsnc23)c(C)c1[N+](=O)[O-]	0.2	1.2	15.3	2.7
O=C(CCCN1C(=O)c2ccccc2C1=O)Nc1ccc(S(=O)(=O)Nc2nccs2)cc1	-0.1	-4.7	2.6	0.1
O=C(CSC1=Nc2ccccc2C2=NC(Cc3c[nH]c4ccccc34)C(=O)N12)c1ccccc1 (stereo not drawn)	-0.3	-5.2	-4.9	-0.4
COC(=O)c1nc2n(n1)C(c1ccc(C)cc1)C(C(=O)Nc1ccc(Cl)cc1)=C(C)N2 (stereo not drawn)	0.2	-3.5	1.7	-0.1
COc1ccc(NC(=O)CN2C(=O)N(C)C3(CCCCC3)C2=O)c(OC)c1	-0.2	-9.6	10.9	1.4
O=c1c2ccccc2[nH]c2cc(O)cc(O)c12	-0.1	-21.1	-22.2	2.2
COc1ccc(S(=O)(=O)CCC(=O)Nc2ccccc2F)cc1	0.0	9.3	0.6	1.0
CCOc1ccccc1NC(=O)c1cc2ccccc2oc1=O	-0.1	4.4	6.6	-0.3
O=C(Nc1ncc(S(=O)(=O)c2ccc([N+](=O)[O-])cc2)s1)c1cc(-c2ccccc2)nc2ccccc12	0.2	8.5	-1.9	0.2
COc1cc(CNCCCN2CCOCC2)c(Cl)cc1OCc1ccccc1	0.0	7.6	-14.3	-0.2
COc1ccccc1-n1c(CNC(=O)c2ccccc2)nnc1SCC(=O)N1N=C(c2cccs2)CC1c1ccc(C)cc1 (stereo not drawn)	0.4	7.8	3.4	3.2
CCOC(=O)N1CCc2c(sc(NC(=O)C(C)(C)C)c2C#N)C1	0.1	-4.3	-13.0	0.1
O=C(CSc1nnc(-c2ccco2)n1-c1ccccc1)Nc1nccs1	0.1	-20.4	1.4	-1.0
Cc1ccccc1Cn1c(C)nc2sc(C)c(C)c2c1=O	-0.1	-1.7	-0.4	-0.4
Cc1cc(Br)cc(C)c1OCC(=O)Nc1ccc(S(N)(=O)=O)cc1	0.4	0.0	-8.0	1.1
COc1ccc(CNc2cc(C)nc(-c3ccccc3)n2)cc1	0.0	4.0	-5.1	-1.1
Cc1ccc(C=Nc2ccc(Cl)c([N+](=O)[O-])c2)o1	-0.2	-1.4	-2.7	-0.7
COCCn1c(CN2CC(C)CC(C)C2)nc2c1c(=O)n(C)c(=O)n2C (stereo not drawn)	0.2	15.9	2.3	0.2
Cc1ccc(-c2nnc(Cn3c(C)nc4ccccc43)o2)cc1	-0.1	-15.8	57.8*	-0.7
O=C1c2ccc(-c3nc4ccccc4c(=O)o3)cc2C(=O)N1c1ccccc1[N+](=O)[O-]	-0.1	-9.0	2.3	-1.0
O=C(COc1ccc(Br)cc1)N/N=C/c1ccccc1	0.2	8.0	-12.5	2.3
CC1=C(C(=O)N(C)C)C(c2cccc([N+](=O)[O-])c2)NC(=O)N1 (stereo not drawn)	0.0	7.5	-2.5	-1.6

Given as comma-separated lines: part of the list above.
smiles,FBW7 activator,MITF inh,TEAD-YAP inh,GPR151 ag
O=C(Nc1ncc(S(=O)(=O)c2ccc([N+](=O)[O-])cc2)s1)c1cc(-c2ccccc2)nc2ccccc12,0.2,8.5,-1.9,0.2
COc1cc(CNCCCN2CCOCC2)c(Cl)cc1OCc1ccccc1,0.0,7.6,-14.3,-0.2
COc1ccccc1-n1c(CNC(=O)c2ccccc2)nnc1SCC(=O)N1N=C(c2cccs2)CC1c1ccc(C)cc1 (stereo not drawn),0.4,7.8,3.4,3.2
CCOC(=O)N1CCc2c(sc(NC(=O)C(C)(C)C)c2C#N)C1,0.1,-4.3,-13.0,0.1
O=C(CSc1nnc(-c2ccco2)n1-c1ccccc1)Nc1nccs1,0.1,-20.4,1.4,-1.0
Cc1ccccc1Cn1c(C)nc2sc(C)c(C)c2c1=O,-0.1,-1.7,-0.4,-0.4
Cc1cc(Br)cc(C)c1OCC(=O)Nc1ccc(S(N)(=O)=O)cc1,0.4,0.0,-8.0,1.1

Going on with the list.
SMILES	FBW7 activator	MITF inh	TEAD-YAP inh	GPR151 ag
Cc1ccc(C)c(NC(=O)CSc2nnc(NC(=O)COc3ccccc3)s2)c1	1.1	16.7	5.6	-0.9
CCOC(=O)c1c(-c2ccc(CC)cc2)csc1NC(C)=O	1.2	21.7	-1.7	0.1
O=C(C#Cc1ccccc1)Nc1ccc(Cl)cc1	0.2	-5.2	-26.3	-0.1
O=C(CNc1ccc(I)cc1)N/N=C/c1cccnc1	0.0	-12.9	11.7	0.5
O=C(COc1ccccc1)Nc1c2c(nn1-c1ccc(F)cc1)CSC2	0.2	5.0	7.5	1.0
CC(=O)N(Cc1cccnc1)c1nc2ccc(Br)cc2s1	-0.1	-13.0	-8.2	-0.4
O=[N+]([O-])c1ccc(S(=O)(=O)NCc2ccco2)cc1	1.2	9.7	-1.7	-1.0
CSCCNC(=O)c1ccc(OC2CCN(C(=O)c3cccnc3)CC2)cc1	0.0	7.7	-6.7	-0.9
C=CCc1cccc(/C=N\NC(=O)c2ccc([N+](=O)[O-])cc2)c1O	-0.1	19.0	5.7	4.8
CCOC(=O)c1c(NC(=O)CCc2ccccc2)sc(C(=O)Nc2ccc(C)c(Cl)c2)c1C	-0.1	10.9	-0.8	0.8
O=C1Nc2ccc([N+](=O)[O-])cc2/C1=N/n1cnnc1	-0.2	3.6	-4.3	-0.9
C=CCNc1ccc2c3c(cccc13)C(=O)N(C)C2=O	0.5	-4.8	3.0	1.2
COc1ccccc1Cn1c(SCc2ccc(Cl)cc2)nc2ccc(Br)cc2c1=O	0.0	3.0	-7.9	-0.5
CN1CCN(S(=O)(=O)c2ccc(N3CCOCC3)nc2)CC1	0.1	-0.4	12.5	-0.1
O=C(N1CCN(c2ccc([N+](=O)[O-])cc2)CC1)S(=O)(=O)c1ccccc1	0.1	8.1	12.6	-1.5
CN(C)CCNC(=O)/C(=C/c1ccco1)NC(=O)c1ccccc1	0.1	0.6	-3.4	1.2
Cc1ccc2cc(CN(CCO)C(=O)Nc3ccccc3)c(=O)[nH]c2c1C	0.0	0.5	4.5	-0.1
O=C1NC(=S)S/C1=C\C=C\c1ccc([N+](=O)[O-])cc1	0.0	4.7	8.6	0.5
O=C(CSCc1ccccn1)Nc1ccc2ccccc2c1	-0.1	-7.6	-39.6	7.5*
CC(=O)Nc1ccccc1NC(=O)c1ccccc1-c1ccccc1	-0.2	-16.8	3.6	-0.5
CCOc1cccc2cc(-c3csc(Nc4ccc(Cl)cc4Cl)n3)c(=O)oc12	-0.1	-0.2	-10.4	-0.1
CCOC(=O)C1CCN(Cc2cc(OC)c(OC)c(OC)c2)CC1	0.0	40.9	0.9	-0.6
CC(C)(C)C1CCc2c(sc(NC(=O)c3ccccc3Cl)c2C(=O)O)C1 (stereo not drawn)	0.9	7.6	20.8	-1.2
C/C(CC(=O)NCc1ccco1)=N\NC(=O)c1ccc(I)cc1	0.0	4.6	0.6	1.1
COc1ccccc1N1CCN(c2nnc(SC)s2)CC1	0.3	14.9	-3.8	-0.6
COc1ccc(NC(=O)c2nn(C)c3c2COc2ccccc2-3)c(OC)c1	0.0	4.2	-6.9	3.0
CN1CCN(C2=Nc3ccccc3Sc3ccc(Cl)cc32)CC1	0.0	14.9	-3.9	0.7
COCCCNC(=O)c1oc2ccc(S(=O)(=O)N3CCOCC3)cc2c1C	0.0	8.8	-4.2	-0.1
COc1ccccc1C(=O)NC(C)C1COc2ccccc2O1 (stereo not drawn)	0.3	9.7	17.0	-0.3
Cc1ccc(C)n1-n1c(C)nc2sc3c(c2c1=O)CCCCC3	-0.2	2.7	3.2	0.9
COc1ccc(Cl)cc1NC(=O)c1cnc(N2CCN(c3ncccn3)CC2)c2ccccc12	0.3	21.7	12.9	-0.1
COc1cc2c(cc1OC)C(COc1ccc(F)cc1)N(C(C)=O)CC2 (stereo not drawn)	-0.1	-2.4	-10.1	0.2
COC(=O)c1ccccc1-c1ccc(/C=C/C(=O)C2C(=O)C=C(C)OC2=O)o1 (stereo not drawn)	0.0	0.7	-11.4	-0.7
Cc1ccccc1Cn1c(C(=O)O)c(CNCCCN2CCCC2=O)c2ccccc21	-0.1	-0.1	0.1	-1.3
COc1ccc([C@@H]2C[C@H](C(=O)Nc3cc(C)on3)N(C)S(=O)(=O)N2)cc1OC	-0.1	-4.7	-5.8	0.4
CCOC(=O)C(CCSC)NC(=O)c1c(-c2c(F)cccc2Cl)noc1C (stereo not drawn)	0.0	-13.9	2.3	-1.9
Cc1ccc(S(=O)(=O)n2ccnc2C)c(C)c1	0.0	8.7	-5.9	1.4
CC1CCCCC1NC(=O)CCNS(=O)(=O)c1ccc2c(c1)oc(=O)n2C (stereo not drawn)	0.1	2.3	3.2	1.4
